ERK EGF block: EGF-driven ERK pathway inhibition | Potency, µM (doses to about 11.5 µM), inactives show at the top dose activity change, negative = inhibition, hits mostly inhibitors | actives 0.41% (n = 130,000) | HEK293-V1b, EGF-stimulated phospho-ERK AlphaScreen; active means well fitted inhibition curve with a large enough effect; inconclusive means small, poorly fitted or top-dose-only effect, or effect the other way;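 further: plate controls were stimulated vehicle wells for no effect and unstimulated vehicle basal for full effect; nearly all actives have a fitted effect of over 55% in size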
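Stably V1b-transfected HEK293 cells; 30 min compound, then EGF 25 nM final for 5 min at 37C; 10 min lysis; phospho-ERK by AlphaScreen after 5 hr beads at room temperature.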
Numbers without * were called inactive; ? = inconclusive; & = joins results of further samples; [ ] = dose if it differs, or a comment. Potency means the concentration at half of the fitted maximal effect.

ERK EGF block,Molecule
6.4%,c1ccc(-n2nnnc2-c2cnc(-c3cccnc3)nc2-c2cccs2)cc1
-4.2%,Cc1ccc(SCCNS(=O)(=O)c2ccc3c(c2)OCCO3)cc1
9.6%[57.5 µM],COc1cc2c(cc1NC(=O)COC(=O)/C=C/c1ccc([N+](=O)[O-])cc1)oc1ccccc12
10.0%&-0.9%,CC(C)Cn1c(N)c(C(=O)COC(=O)c2cc(C3CC3)nc3ccccc23)c(=O)n(C)c1=O
-5.5%,CS(=O)(=O)Nc1nnc(C2CCCC2)s1
-2.6%,COCCNC(=S)N1CCC(NC(=O)c2ccco2)CC1
4.8%,COc1cc(S(=O)(=O)Nc2ccccc2C)ccc1NC(=O)c1ccncc1
5.2%,COc1ccc(Cn2c(=S)[nH]c3cc(C(=O)NCc4cccnc4)ccc3c2=O)cc1
3.7%,O=C(O)c1cc(Nc2nc(N3CCOCC3)nc(N3CCOCC3)n2)ccc1Cl
-0.6%,COc1cc(S(=O)(=O)Nc2ccccc2)ccc1N=Cc1c(C)[nH]n(-c2ccc(C)cc2)c1=O
2.2%,O=c1ccc2cc(O)c(O)cc2o1
-5.9%,CC1=C(C(=O)OC(C)C)C(c2cccs2)NC(=S)N1 (stereo not drawn)
8.8%,COCCCNC(=S)N1CCN(c2ccc([N+](=O)[O-])cc2)CC1
20.8%,OCc1c[nH]c2ccccc12
-3.3%,COc1ccc(Cl)cc1NC(=S)NNC(=O)CC(C)C
3.7%,O=C(N/C=C/c1ccco1)OCc1ccccc1
4.2%,CCCCC(=O)N(Cc1ccc2c(c1)OCO2)Cc1nc2ccccc2c(=O)[nH]1
0.5%[57.5 µM],Cc1c(O)nc2ccccn2c1=O
3.8%,CCOc1ccc(S(=O)(=O)Nc2cc(S(=O)(=O)N(CC)CC)ccc2N2CCCC2)cc1
0.4%[57.5 µM],CCc1nc2sc3c(=O)[nH]cnc3c2c2c1CSC(C)(C)C2
-8.3%,COc1ccc(Cl)cc1NC(=S)N1CCN(c2ncccn2)CC1
3.1%,CO/N=C/C1C(=O)NN=C1c1ccccc1 (stereo not drawn)
0.1%,Cc1ccc(O)c(C(CC(=O)NC(C)C)c2ccccc2)c1 (stereo not drawn)
-0.2%[57.5 µM],CC(C)Nc1nc2nonc2nc1Nc1ccccc1
-2.5%,O=C(NCC(=O)N(c1ccccc1)C(C(=O)NC1CCCC1)c1cccnc1)c1ccco1 (stereo not drawn)
-8.9%,Cc1ccc(/C=C(\NC(=O)c2ccc(C)cc2)C(=O)NCCCn2ccnc2)cc1
4.5%,CCCCN(CC)C(=O)c1ccc2c(c1)OCO2
-8.8%,COC(=O)C1=C(C)N(c2ccc(C)c(C)c2)/C(=C/c2ccco2)C1=O
-2.7%,O=C(N/N=C/c1ccccc1)c1cc(-c2ccc3c(c2)OCO3)n[nH]1
-10.3%,CC12CCC(C/C1=N\OC(=O)c1ccc(F)cc1)C2(C)C (stereo not drawn)
-1.9%,O=C(NCC1COc2ccccc2O1)c1ccc(NC(=O)C(c2ccccc2)c2ccccc2)cc1 (stereo not drawn)
11.3%,Cc1nn(CC(=O)Nc2cccc(S(N)(=O)=O)c2)c(C)c1[N+](=O)[O-]
4.0%,C/C=C(\C)[C@H](O)C[Si](C)(C)c1ccccc1
-7.2%,O=C(O)CC12CC3CC(C1)CC(n1ncc(NCc4ccc(F)cc4Cl)c(Cl)c1=O)(C3)C2
-6.3%,O=C(CS(=O)(=O)c1ccccc1)NC1CCCCC1
-8.1%,O=C(CNC(=O)c1ccccc1Br)N/N=C/c1ccccc1O
-1.8%[57.5 µM],CC(C)(C)c1cc(C(=O)N/N=C/c2ccc([N+](=O)[O-])s2)n[nH]1
-7.6%,Nc1nc(F)cc(N2CCCCCC2)n1
-4.9%[57.5 µM],COc1ccc(/C=C/C(=O)C2CC2)cc1COc1cccc(C)c1C
-3.2%,O=C(/C=C/c1ccccc1[N+](=O)[O-])N1CCN(c2ccc(F)cc2)CC1
-13.5%,NS(=O)(=O)c1ccc(NC(=O)CSc2ccccc2)cc1
-3.9%,Cc1ccc(Cl)cc1NC(=S)N(CCCN1CCOCC1)Cc1ccco1
20.1%[57.5 µM],CCCc1cc(=O)c2c(O)cccc2o1
1.4%,COC(=O)NC(=S)N1CCOCC1
-15.0%,Cn1c(=O)c2c(nc3sccn32)n(C)c1=O
5.0%,COc1cc(SC)ccc1C(=O)N1CCN(c2ccccc2F)CC1
-1.5%,Cc1ccc(S(=O)(=O)C2(C(=O)Nc3ccc(Br)cc3)CC2)cc1
4.7%,Cc1[nH]n(-c2ccc(Cl)cc2)c(=O)c1/C=N/c1nnc(-c2ccccc2)s1
14.4%,CC(C)N(CC(N)=O)C(=O)c1sc2cc(F)ccc2c1Cl
9.5%,Cc1ccc2nc(SC(C)C(=O)Nc3cccc([N+](=O)[O-])c3)[nH]c2c1 (stereo not drawn)
-12.3%[57.5 µM],CCCCc1ccc(S(=O)(=O)Nc2ccc(C)c(NS(C)(=O)=O)c2)cc1
6.8%[57.5 µM],Cc1cc(C)nc(NC2=NCCN2C(=S)Nc2ccc(C)c(C)c2)n1
0.1%,Cc1cccc(C)c1NC(=O)NN1C(C)CCCC1C (stereo not drawn)
-4.6%,O=C(O)c1ccc(NC(=S)NC(=O)c2cccc(COc3ccccc3)c2)cc1
-3.4%,Cc1ccc(Sc2ncccc2C(=O)O)c(C)c1
0.9%[57.5 µM],CC(C)(C)C(=O)Nc1ccc(N2CCN(c3ccc(C(F)(F)F)cn3)CC2)nc1
-11.4%,COc1ccc2c3c1OC1C[C@@H](O)C=C[C@@]31CCN(C)C2 (stereo partly drawn)
17.1%,COCC(=O)N1CCC2(CCCN(c3ccc(-c4ccccc4)cc3)C2)CC1
-3.1%,Cn1ccc(-c2ccccc2)n1
8.8%,CCc1cccc2cc3c(N)c(C(=O)Nc4ccc(S(=O)(=O)N5CCCC5)cc4)sc3nc12

The results go on.
ERK EGF block,Molecule
-0.8%,Fc1ccc(-n2c(-c3ccc4ccccc4n3)n[nH]c2=S)cc1
-4.7%,COc1cccc([C@@H]2Oc3ccc(Br)cc3C[C@H]2OC(=O)N[C@H]2CCCc3ccccc32)c1
-8.0%[57.5 µM],O=S(=O)(c1ccc2c(c1)CCCN2)N1CCCC2CCCCC21 (stereo not drawn)
-6.6%,Cc1cc(NC(=O)COc2cccc3cccnc23)no1
-4.2%,COC(=O)c1c(NC(=O)COC(=O)c2ccc(C)s2)sc2c1CCCCC2
?,Cc1ccc2cc(C#N)c(N3CCCN(S(=O)(=O)c4ccc(F)cc4)CC3)nc2c1
3.0%,CCc1cc2c(-c3ccccc3)cc(=O)oc2cc1OC(=O)c1cccs1
-5.0%,CCC(C)c1ccccc1NC(=O)COC(=O)C1=COCCO1 (stereo not drawn)
1.0%[57.5 µM],O=c1[nH]c(CSc2nnc(Nc3ccccc3)s2)nc2ccccc12
-6.7%,CC1CCCCC1NC(=O)CN1CCC(O)(c2ccc3c(c2)OCO3)CC1 (stereo not drawn)
-4.8%,Cc1nc2c3ccccc3[nH]c(=O)n2n1
?,O=S(=O)(c1cccc2nonc12)N1CCN(c2ccccc2F)CC1
-19.9%[57.5 µM],Fc1cccc(-c2csc(-c3ccno3)n2)c1
2.5%,CCC1(CC)NC(=O)N(CC(=O)N2N=C(c3ccc(Cl)cc3)CC2c2ccco2)C1=O (stereo not drawn)
22.8%,N#C/C(=C\c1cn(Cc2ccc(F)cc2)c2ccccc12)C(=O)NCc1ccco1
-4.9%,O=C(Nc1ccc(Br)cc1F)c1ccncc1
-16.2%,Cc1ccc(CS(=O)(=O)c2ccc(C(=O)N3CCN(c4ccccn4)CC3)cc2[N+](=O)[O-])cc1
-0.2%[57.5 µM],COc1ccc(S(=O)(=O)N2CCCC2C(=O)n2nc(C)cc2C)cc1 (stereo not drawn)
1.8%[57.5 µM],CC1(C(=O)NC2CCCCC2)CCC(=O)N1Cc1ccc2c(c1)OCO2 (stereo not drawn)
-8.8%[57.5 µM],COc1ccc(NS(=O)(=O)c2cc(NC(=O)c3ccccc3F)ccc2N2CCCC2)cc1
-9.1%[57.5 µM],CCOC(=O)c1nc2ccccc2c(C)c1C
38.2%,N#Cc1cccc(-c2cc(-n3ccnc3)ncn2)c1
1.8%,CCCCNC(=O)/C(=C\c1ccc([N+](=O)[O-])o1)NC(=O)c1ccccc1
9.8%[57.5 µM],O=C(N/N=C/C(Br)=C/c1ccccc1)c1ccncc1
1.5%,COc1cc(NC(=O)COc2ccccc2[N+](=O)[O-])ccc1NC(=O)c1cccs1
2.3%,O=C(NCCc1ccncc1)Nc1ccc(Cl)c(Cl)c1
-3.8%[57.5 µM],CC(=O)Nc1ccc(C2=NNC(=Nc3ccc(S(=O)(=O)N4CCOCC4)cc3)SC2)cc1
0.9%,CCN(CC)S(=O)(=O)c1ccc(N2CCCC2)c(NC(=O)Cc2ccc(OC)cc2)c1
0.3%,CC(C)CCN(C(=O)Cc1ccc(Cl)c(Cl)c1)c1c(N)n(Cc2ccccc2)c(=O)[nH]c1=O
14.3%,O=C(Nc1cccc(-c2cn3c(n2)SCC3)c1)c1ccc(Br)o1
-3.8%,Cc1cc(C(F)F)nn1CC(=O)NC1C(=O)N2C(C(=O)O)=C(CSc3nnnn3C)CSC12 (stereo not drawn)
2.7%,COc1ccc(/C=C/C(=O)Nc2cc(S(=O)(=O)N3CCCCC3)ccc2N2CCCCC2)cc1OC
4.5%,COc1ccc(-n2c(C)cc(C(=O)CN3C(=O)NC4(CCc5ccccc54)C3=O)c2C)cc1 (stereo not drawn)
?,O=[N+]([O-])c1cc(C(F)(F)F)ccc1NCCc1c[nH]c2ccccc12
9.1%[57.5 µM],CC(=O)c1sc(NC(=O)c2ccc(Cl)cc2)nc1C
-0.9%,COC(=O)C(N)CS (stereo not drawn)
3.4%,Cc1ccc(CN2CCN(Cc3ccc4ncccc4c3)CC2CCO)cc1 (stereo not drawn)
-1.6%[57.5 µM],O=C(Nc1ccccc1)OC1CCCCc2cccnc21 (stereo not drawn)
11.4%,COC(=O)N/N=C(\C)c1ccco1
-12.0%,CCc1ccc(NC(=O)C(=O)NCc2ccccn2)cc1

Fetched by compound from the list above, 2 records:
ERK EGF block,Molecule
2.2%,O=c1ccc2cc(O)c(O)cc2o1
-1.5%,Cc1ccc(S(=O)(=O)C2(C(=O)Nc3ccc(Br)cc3)CC2)cc1

Next results:
ERK EGF block,Molecule
3.8%,NC(=O)C(Cc1ccccc1)N1C(=O)c2ccccc2C1=O (stereo not drawn)
7.0%,COc1ccccc1C(=O)N1CC2(C)CC1CC(C)(C)C2 (stereo not drawn)
0.6%,CCOC(=O)c1sc2nc(N3CCOCC3)c3c(c2c1N)CC(C(C)C)OC3 (stereo not drawn)
-3.5%[57.5 µM],CC(C)N(CC#CC(O)(c1ccccc1)c1ccccc1)C(C)C
2.6%,CN(C)S(=O)(=O)c1ccc(NC(=O)CN2CCC(Cc3ccccc3)CC2)cc1
0.1%,COc1ccc(C(=O)NCc2ccncc2)cc1OC
3.2%[57.5 µM],CN(C)Cc1cc2ccccc2c2c1COC2
-2.8%,Fc1ccc(-c2cc(-c3nnc4n3CCCCC4)c3ccccc3n2)cc1
-24.3%,O=c1c2ccccc2ncn1-c1ccc(Cl)cc1[N+](=O)[O-]
-3.2%,Cc1nn(-c2ccccc2)c(Cl)c1/C=N/Nc1ccc(Cl)c(C(=O)O)c1
?,CC1(C(=O)OCC(=O)Nc2ccc3ccccc3c2)CC1(Cl)Cl (stereo not drawn)
20.2%,O=c1c(-c2ccc(F)c(F)c2)nc2cncnc2n1-c1ccccc1
-10.3%,O=C(O)CNC(=S)N(Cc1ccccc1)Cc1ccccc1F
13.8%,Cc1ccc(-c2cn3cc([N+](=O)[O-])ccc3n2)cc1
10.1%,CCCC(=O)Nc1cccc(NC(=O)c2cccc([N+](=O)[O-])c2C)c1
2.5%,COc1ccc(CCN(Cc2cc3cc(C)ccc3[nH]c2=O)C(C)=O)cc1OC
7.9%,Cn1ncc(N=Cc2c(O)ccc3ccccc23)c1C(=O)Nc1cccc(Cl)c1
-3.3%[57.5 µM],COC(=O)c1cnc(N2CCCN(S(=O)(=O)c3ccc(C(F)(F)F)cc3)CC2)nc1C(F)(F)F
-6.4%[57.5 µM],Clc1ccc(-c2n[nH]c3c2Cc2ccccc2-3)cc1Cl
-3.1%,C=CCN(c1ccccc1)S(=O)(=O)c1cc(C(=O)NC2=NCCS2)ccc1Cl
4.8%,CCC(C(=O)OCC(=O)Nc1cc(Cl)cc(Cl)c1)c1ccccc1 (stereo not drawn)
-0.1%,CCOc1ccc(C(=O)NCc2ccccc2)cc1Br
5.6%[57.5 µM],O=C(O)c1cccc(Cn2c(Cl)c(/C=N/NC(=O)c3cc4ccccc4cc3O)sc2=O)c1
0.0%,CC1=NN(c2ccccc2)C(=O)C1/C=C1\NC(=S)NC1=O (stereo not drawn)
-10.3%,COC(=O)CN(c1ccc(OCc2ccccc2)cc1)S(C)(=O)=O
-10.4%,O=C(C1CC(c2ccc(F)cc2)=NO1)N1CCCCC1 (stereo not drawn)
-8.2%,CC[C@H](C)[C@H](NC(=O)OCc1ccccc1)C(=O)Nc1ccc(NC(C)=O)cc1

Arranged by molecular weight (rising): 7 of the compounds above
ERK EGF block,Molecule
-6.4%[57.5 µM],Clc1ccc(-c2n[nH]c3c2Cc2ccccc2-3)cc1Cl
-0.1%,CCOc1ccc(C(=O)NCc2ccccc2)cc1Br
-10.3%,COC(=O)CN(c1ccc(OCc2ccccc2)cc1)S(C)(=O)=O
4.8%,CCC(C(=O)OCC(=O)Nc1cc(Cl)cc(Cl)c1)c1ccccc1 (stereo not drawn)
-8.2%,CC[C@H](C)[C@H](NC(=O)OCc1ccccc1)C(=O)Nc1ccc(NC(C)=O)cc1
-3.1%,C=CCN(c1ccccc1)S(=O)(=O)c1cc(C(=O)NC2=NCCS2)ccc1Cl
5.6%[57.5 µM],O=C(O)c1cccc(Cn2c(Cl)c(/C=N/NC(=O)c3cc4ccccc4cc3O)sc2=O)c1

An excerpt; the hit share may differ from the screen's.
